Screens deposited in PubChem BioAssay by National Center for Advancing Translational Sciences (NCATS).
GLS inhibitor: qHTS for Inhibitors of Glutaminase (GLS). GLS enzymatic activity, qHTS titration. Glutaminase kidney isoform, mitochondrial (Homo sapiens), O94925. 410,000 compounds, 0.21% hits. Potency, µM (titrated, usually from 45.5 µM), without a hit: at the highest dose activity change, negative = inhibition, usual class: inhibitors; further: potency means the concentration at half of the fitted maximal effect; on the % scale 0 is the no-effect control and ±100 the full control effect
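Coupled fluorescence readout: glutamate oxidase/HRP/Amplex Red detect glutamate formed by hKGA from L-glutamine (1 mM solution added). Buffer 45 mM KH2PO4 pH 8.2, 0.02% Tween-20; reads at t0 and 30 min RT.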
PI4K2A inh: qHTS for small molecular inhibitors of PI4K2A. 420,000 compounds, 0.13% hits. activity change, negative = inhibition, % at 76.9 µM. purified PI4K2A, ADP-Glo luminescence, 1 h; stronger effect = lower value. Phosphatidylinositol 4-kinase type 2-alpha (Homo sapiens), Q9BTU6; in the data active means activity change below about -50%; inconclusive means mostly about -30% to -49%;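 further: -100% = wells without enzyme as full effect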
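PI4K2A activity was measured by ADP-Glo luminescence: enzyme (4 ug/mL stock) and phosphatidylinositol (1.2 mM stock) in Tris pH 7.5/MgCl2/EGTA/Triton X-100 buffer were reacted with ATP (300 microM stock) for one hour at ambient temperature.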
Pin1 inhibitor: qHTS Assay to Find Inhibitors of Pin1. AID 504891, 2011. Peptidyl-prolyl cis-trans isomerase NIMA-interacting 1 (Homo sapiens), Q13526. Pin1 FP peptide displacement, HiFluor488, 10 min. Potency, µM (top dose mostly 115 µM), for the others: top-dose activity, negative = inhibition, actives largely listed as inhibitors. 390,000 compounds, 0.009% hits; active means well fitted inhibition curve with a large enough effect in the polarisation, with a control signal flat, not every such curve was filed as active; inconclusive means small, poorly fitted or top-dose-only effect, or effect the other way, or a change in a side signal; inactive means no such curve, though single readings can be large or run the other way; the % refers to the polarisation; further: potency means the concentration at half of the fitted maximal effect; on the % scale 0 is the no-effect control and ±100 the full control effect
Target sequence (Q13526 whole entry, looked up): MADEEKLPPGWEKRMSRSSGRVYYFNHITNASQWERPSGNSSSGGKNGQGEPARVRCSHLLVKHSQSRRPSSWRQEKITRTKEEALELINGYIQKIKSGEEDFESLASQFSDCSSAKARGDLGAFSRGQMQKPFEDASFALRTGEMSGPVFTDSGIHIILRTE
HP1b chromo inh: HTS for Inhibitors of HP1-beta Chromodomain Interactions with Methylated Histone Tails; Chromobox protein homolog 1 (Homo sapiens), P83916; AlphaScreen HP1-beta / biotin-H3K9me3 peptide binding; Potency, µM (doses to about 114 µM), inactives show at the highest dose activity change, negative = inhibition, hits mostly inhibitors; 390,000 compounds, 0.56% hits; AID 540317, 2011; further: potency means the concentration at half of the fitted maximal effect; nearly all actives have a fitted effect of over 70% in size; inactives centre near 23
Target sequence (P83916 whole entry, looked up): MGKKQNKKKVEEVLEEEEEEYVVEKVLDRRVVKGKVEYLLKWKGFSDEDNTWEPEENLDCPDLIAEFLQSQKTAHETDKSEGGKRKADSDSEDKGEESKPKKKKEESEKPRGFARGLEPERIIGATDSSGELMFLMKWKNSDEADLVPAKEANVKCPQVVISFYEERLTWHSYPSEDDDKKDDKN
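HP1-beta protein (50 nM final) preincubated 30 min at room temperature with biotinylated H3(1-18)K9me3 peptide (50 nM) in PBS pH 7.4, 0.01% Tween-20, then compound added for 30 min. AlphaScreen streptavidin donor/nickel chelate acceptor beads (10 ug/mL final), 30 min dark, luminescence read.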
ERG-DNA inh: qHTS for Small Molecule Inhibitors of the ERG Ets/DNA interaction; fluorescence polarization, His-ERG Ets domain / labelled DNA; 370,000 compounds, 0.028% hits; Potency, µM (titrated, usually from 76.9 µM), inactives show at the top dose FP activity, negative = inhibition, hits mostly inhibitors; AID 624246, 2012; active means well fitted inhibition curve with a large enough effect in the polarisation, with a control signal flat; inconclusive means small, poorly fitted or top-dose-only effect, or effect the other way, or a change in a side signal; inactive means no such curve, though single readings can be large or run the other way; the % refers to the polarisation;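 further: polarization taken with two DNA probes labelled with fluorescein and Texas red; potency means the concentration at half of the fitted maximal effect; % of control where 0% means no effect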
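His-tagged ERG Ets domain (1 uM in the protein solution; 300mM KCl, 50mM Tris-HCl, 1mM EDTA, 1mM DTT, pH 7.5) received compound, then a probe mix of 5 nM fluorescein-DNA and 100nM Texas-615-DNA. Fluorescence polarization was read for both dyes.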
BAZ2B block: qHTS Assay for Inhibitors of BAZ2B; Bromodomain adjacent to zinc finger domain protein 2B (Homo sapiens), Q9UIF8; AlphaScreen BAZ2B-H3K14Ac peptide displacement; Potency, µM (titrated, usually from 114 µM), for inactives: at the top dose activity change, negative = inhibition, actives largely listed as inhibitors; 360,000 compounds, 4.4% hits; AID 504333, 2011; further: potency means the concentration at half of the fitted maximal effect; on the % scale 0 is the no-effect control and ±100 the full control effect; nearly all actives have a fitted effect of over 60% in size
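BAZ2B 50 nM plus b-H3(5-23)K14Ac 50 nM, PBS pH 7.4/0.01% Tween-20, 30 min RT; compound added (max 110 uM), 30 min RT; streptavidin donor/Ni-chelate acceptor beads 10 ug/mL final, 20 min dark; AlphaScreen read.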
JMJD2A Tudor inh: qHTS Assay for Inhibitors of JMJD2A-Tudor Domain. Lysine-specific demethylase 4A (Homo sapiens), O75164. AlphaScreen JMJD2A-Tudor / H3K4me3 peptide binding. Potency, µM (top dose mostly 114 µM), inactives show at the top dose activity change, negative = inhibition, most hits filed as inhibitors. 390,000 compounds, 4.4% hits. AID 504339, 2011; further: potency means the concentration at half of the fitted maximal effect; on the % scale 0 is the no-effect control and ±100 the full control effect; nearly all actives have a fitted effect of over 50% in size
Tb PGK inh: qHTS Assay to Find Inhibitors of Phosphoglycerate Kinase; PGK/GAPDH coupled, Kinase-Glo luminescence, 60 min; Potency, µM (top dose mostly 57.5 µM), for the others: at the top dose activity change, negative = inhibition, most hits filed as inhibitors; 380,000 compounds, 0.043% hits; AID 602233, 2012; further: potency means the concentration at half of the fitted maximal effect; on the % scale 0 is the no-effect control and ±100 the full control effect; nearly all actives have a fitted effect of over 60% in size
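Luminescent ATP detection (Kinase-Glo Plus) follows a 60-minute room-temperature incubation, with wells lacking PGK as controls. Buffer: 100 mM TEA (pH 7.6), 5 mM MgCl2, 0.01% Tween-20. Coupling enzyme GAPDH (100 nM final) supplies unstable 1,3-BPG in-well.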
G9a block: qHTS Assay for Inhibitors of Histone Lysine Methyltransferase G9a; Histone-lysine N-methyltransferase EHMT2 (Homo sapiens), Q96KQ7; G9a H3K9 monomethylation, AlphaScreen, 2 h; Potency, µM (series often up to 102 µM), for the others: at the top dose activity, negative = inhibition, actives largely listed as inhibitors; 350,000 compounds, 8.8% hits; AID 504332, 2011; further: potency means the concentration at half of the fitted maximal effect; on the % scale 0 is the no-effect control and ±100 the full control effect; nearly all actives have a fitted effect of over 75% in size
Target sequence (Q96KQ7 913-1193 limits assumed): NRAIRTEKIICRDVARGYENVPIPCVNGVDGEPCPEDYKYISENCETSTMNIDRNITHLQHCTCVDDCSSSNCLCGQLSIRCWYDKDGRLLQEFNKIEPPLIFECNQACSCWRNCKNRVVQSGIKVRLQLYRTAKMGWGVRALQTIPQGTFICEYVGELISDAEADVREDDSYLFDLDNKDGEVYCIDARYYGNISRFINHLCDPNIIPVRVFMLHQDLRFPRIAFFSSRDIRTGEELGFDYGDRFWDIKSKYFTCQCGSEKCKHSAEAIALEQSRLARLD
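Signal arises when biotinylated H3K9 peptide, once monomethylated, bridges streptavidin donor and antibody-captured acceptor beads. Enzyme at 20 nM was preincubated 15 min with test compounds; peptide 500 nM and SAM 20 uM then reacted for 2 h.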
An asterisk follows results filed as active; i = inactive; ? = inconclusive; . = not tested or not shown; [ ] = remark or other dose. Unless noted, the call rests on the fitted dose curve; in most records, active means well fitted curve in the direction sought with a large enough effect; inconclusive means small, poorly fitted or top-dose-only effect, or another doubt; inactive means no such curve, though single readings can be large; an effect the other way counts as inactive or inconclusive. An unsorted share of the library, and some 11% of all compounds hit somewhere here.

SMILES	GLS inhibitor	PI4K2A inh	Pin1 inhibitor	HP1b chromo inh	ERG-DNA inh	BAZ2B block	JMJD2A Tudor inh	Tb PGK inh	G9a block
COc1cccc(-c2ccc(NC(=O)C3CCCN(Cc4cnn(C)c4)C3)cc2)c1 (centres undefined)	-7%	5	2%	24%	-5%	?	-11%	-7%	31%[59 µM]
Cc1nn(-c2ccccn2)c(C)c1Oc1ccccc1O	6%	4	6%	23%	-5%	-36%	-23%	6%	?
COc1ccc(C(=O)NCC(=O)OCc2ccc(Cl)cc2Cl)cc1OC	8%	40	-1%	26%	.	3%	-10%	-5%	-8%[2.33 µM]
COc1ccc(C(=O)NCc2n[nH]c(=S)n2-c2ccccc2)cc1OC	20%	-5	-6%	11%	.	0%	6.3µM*	-12%[11.5 µM]	?
O=C(Nc1ccc(N2CCOCC2)cc1)c1cc2c(s1)CCCC2	31%[activator]	6	-9%	0%	4%	40µM*	?	-1%	40µM*
COc1ccc(NC(=O)Cn2c(=O)cc(C)c3c(C)nn(C)c32)cc1	1%	1	-6%	38%[activator]	-4%	8%	-4%	2%	6%[59 µM]
CC(=O)Nc1ccc(-c2cc(NC(C)=O)n(-c3ccccc3)n2)cc1	2%	10	3%	24%	-6%	?	9%	-1%	-7%
Fc1ccc(CSc2nc3ncc(Br)cc3[nH]2)cc1	-6%	-4	18%	47%[activator]	-1%	-9%	-29%	-17%	?
CC(C)CC(=O)NC(=S)NNC(=O)c1ccc([N+](=O)[O-])cc1	14%	-5	-2%	-3%	-4%	3%	?	-4%	20µM*
Cc1ccc(NS(=O)(=O)c2ccc(Br)s2)nc1	2%	1	1%	-14%	1%	-31%	-20%	-3%	40µM*
O=C(O)/C=C/C(=O)NCc1ccccc1	-2%	5	1%	49%[activator]	5%	-3%	-8%	0%	?
CC(=O)c1cccc(N(CC(=O)Nc2cc(C)cc(C)c2)S(C)(=O)=O)c1	0%	-1	3%	?	-8%	-26%	?	-2%	5%
Cc1ccn2cc(CNS(=O)(=O)c3cccs3)nc2c1	1%	-5	-3%	43%[activator]	2%	?	-15%	7%	.
CCCc1c(C(=O)N/N=C/c2sccc2C)nnn1-c1nonc1N	-14%	14	5%	77%[activator]	-4%	-4%	-8%	-4%	13%
O=C(CSc1nnnn1C1CCCCC1)NCCc1ccccc1	0%	2	-6%	26%	.	7%	-9%	-7%	-1%[59 µM]
CC1(C)CC(=O)N(CC(=O)NC2CCCC2)c2ccccc2S1(=O)=O	-5%	-3	-1%	82%[activator]	8%	-3%	2%	i	13%
CCN(Cc1ccccc1)C(=O)CS(=O)(=O)c1ccccc1	-11%	2	-8%	34%	-7%	-11%	-4%	i	-17%
Cc1nnc(SCc2nnc(-c3ccccc3Br)o2)n1-c1ccccc1	3%	0	-1%	14%	.	7%	-8%	.	-1%[59 µM]
CC(=O)Nc1ccc(S(=O)(=O)Nc2ccc(-n3cnnn3)cc2)cc1	5%	-2	-1%	44%[activator]	-1%	9%	3%	-4%	2%[12.7 µM]
COc1ccc(CNCCC(c2ccc(C)cc2)c2ccco2)cc1 (centres undefined)	-10%	10	?	?	10%	79µM*	25µM*	.	5µM*
Cc1c(C(=O)NC2CC2)oc2ccccc12	11%	-3	-5%	25%	-19%	-6%	-9%	i	-5%[12.7 µM]
Cc1ccsc1/C=N/NC(=O)C1CC(=O)N(c2ccccc2)C1 (centres undefined)	-4%	8	8%	28%	.	?	-6%	-7%	-15%[59 µM]
Cc1cc(C)n2nc(CNS(=O)(=O)c3ccc(Cl)cc3)nc2n1	0%	2	-1%	9%	0%	-1%	-11%	i	-4%[59 µM]
C[C@H]1COC(=O)[C@H](NC(=O)OCC2c3ccccc3-c3ccccc32)C/C=C\C[C@H](CC(=O)N(CCO)Cc2ccccc2)C(=O)N1	21%	-5	-2%	9%	-1%	.	-34%	2%	.
CC1CCC2=NN(C(=O)c3ccco3)C(O)(C(F)(F)F)C2C1 (centres undefined)	5%	1	-3%	-19%	-6%[15.4 µM]	-4%	-1%	4%	.
CN1CCN(CC#Cc2ccccc2)CC1CCO (centres undefined)	-3%	-3	-7%	30%	-12%	8%	-3%	-2%	.
COc1ccc(Cl)cc1NC(=S)NC1CCCC1	3%	2	6%	59%[activator]	6%	6%	-13%	i	.
C=CC[n+]1c(/C=C2\C=Cc3cc(C)ccc3N2CC)ccc2ccccc21	-11%	-14	40%[activator]	?	121%[activator]	35µM*	50µM*	-16%	28µM*
CCC(CO)Oc1cc(NCc2ccc(C(=O)O)cc2)c2ncn(C(C)C)c2c1 (centres undefined)	39%[activator]	-7	-2%	17%	20%	.	-23%	3%	.
COc1ccc(NC(=O)CSC2=Nc3ccccc3C3=NC(CC(=O)NCc4ccco4)C(=O)N23)cc1 (centres undefined)	-15%	0	-4%	-10%	2%	-35%	-31%	i	1%[59 µM]

3 entries from above, sorted by molecular weight, largest number first.
SMILES	GLS inhibitor	PI4K2A inh	Pin1 inhibitor	HP1b chromo inh	ERG-DNA inh	BAZ2B block	JMJD2A Tudor inh	Tb PGK inh	G9a block
C[C@H]1COC(=O)[C@H](NC(=O)OCC2c3ccccc3-c3ccccc32)C/C=C\C[C@H](CC(=O)N(CCO)Cc2ccccc2)C(=O)N1	21%	-5	-2%	9%	-1%	.	-34%	2%	.
Cc1nnc(SCc2nnc(-c3ccccc3Br)o2)n1-c1ccccc1	3%	0	-1%	14%	.	7%	-8%	.	-1%[59 µM]
CC(=O)Nc1ccc(S(=O)(=O)Nc2ccc(-n3cnnn3)cc2)cc1	5%	-2	-1%	44%[activator]	-1%	9%	3%	-4%	2%[12.7 µM]

The listing picks up, repeating the 2 entries before the break.
SMILES	GLS inhibitor	PI4K2A inh	Pin1 inhibitor	HP1b chromo inh	ERG-DNA inh	BAZ2B block	JMJD2A Tudor inh	Tb PGK inh	G9a block
CCC(CO)Oc1cc(NCc2ccc(C(=O)O)cc2)c2ncn(C(C)C)c2c1 (centres undefined)	39%[activator]	-7	-2%	17%	20%	.	-23%	3%	.
COc1ccc(NC(=O)CSC2=Nc3ccccc3C3=NC(CC(=O)NCc4ccco4)C(=O)N23)cc1 (centres undefined)	-15%	0	-4%	-10%	2%	-35%	-31%	i	1%[59 µM]
CCN(CC)c1ccc(NC(=O)CCS(=O)(=O)c2ccc3c(c2)oc(=O)n3C)c(C)c1	-5%	-2	3%	19%	?	7%[57.1 µM]	-14%	0%	?
CCC(=O)c1cc(F)ccc1OCC(=O)N1CCN(c2ccc(F)cc2)CC1	16%	1	11%	45%[activator]	-3%	-37%	-5%	-6%	-24%
CCCCN(C)Cc1c(C)[nH]c2ccc(C)cc2c1=O	.	0	-2%	25%	-16%	6%	23%	-12%	-34%
O=C(/C=C/c1cccc(Cl)c1)NCc1cccs1	7%	-3	15%	39%	-2%	-5%	-5%	-1%	-31%
Cc1c(C(=O)c2cccc(F)c2)c2ccccn2c1CCC#N	-6%	3	-3%	13%	14%	-17%	-23%[57.1 µM]	-8%	-23%
CCOC(=O)C1CCN(C(=O)c2cc(S(=O)(=O)N3CCOCC3)ccc2C)CC1	0%	-24	-11%	43%[activator]	1%	-2%	11%	-4%	20%[12.7 µM]
CCOc1cc(NC(=S)NCC2CCCO2)c(OCC)cc1NC(=O)c1cccc(F)c1 (centres undefined)	0%	3	-6%	-16%	-7%	?	?	i	20%
CCOC(=O)c1c(C)n(C)c2ccc(OCCN(C)C)cc12	-1%	-2	1%	-2%	-2%	-2%	-14%	3%	-5%[59 µM]
CSc1nc(=S)n(-c2ccccc2)c(C)c1C(C)=O	0%	3	2%	63%[activator]	-14%	-14%	5%	.	-1%
CN1C(=O)C2(OCC(C)([N+](=O)[O-])CO2)c2ccccc21 (centres undefined)	9%	2	2%	24%	-4%	6%	-3%	7%	-8%
